CYP2C9 act: increases human cytochrome P450 2C9 activity | activation factor at 5 µM | hit rate 1.4% among 96,000 | recombinant CYP2C9, luciferin-H conversion, luminescence; hits give high values; factor 1 = untreated enzyme, 0 = blocked | P11712 | AID 1024;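 active = activation factor of 2 or more for CYP2C9 at a 5 µM dose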;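 also: 0 = sulfaphenazole-blocked wells and 1 = vehicle-only wells; values of inactives mirror those of a sister screen read the other way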
Target sequence (P11712 whole entry, looked up): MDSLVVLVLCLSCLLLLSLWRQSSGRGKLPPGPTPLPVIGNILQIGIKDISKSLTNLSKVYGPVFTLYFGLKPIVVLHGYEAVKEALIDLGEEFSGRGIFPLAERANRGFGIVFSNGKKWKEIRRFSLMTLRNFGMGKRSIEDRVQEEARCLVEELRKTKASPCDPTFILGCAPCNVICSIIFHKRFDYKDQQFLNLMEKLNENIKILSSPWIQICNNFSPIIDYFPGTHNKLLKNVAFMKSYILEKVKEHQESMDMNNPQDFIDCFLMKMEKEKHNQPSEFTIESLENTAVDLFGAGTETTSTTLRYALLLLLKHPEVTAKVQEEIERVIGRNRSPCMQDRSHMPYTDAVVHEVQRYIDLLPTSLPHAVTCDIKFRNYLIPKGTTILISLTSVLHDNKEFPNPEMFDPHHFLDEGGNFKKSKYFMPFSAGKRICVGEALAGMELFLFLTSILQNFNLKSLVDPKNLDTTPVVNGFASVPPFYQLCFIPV
Candida biofilm: kills Candida albicans biofilms; inhibition, % at 6 µM; hit rate 0.14% among 85,000; C. albicans biofilm + clotrimazole, Alamar Blue;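 active = inhibition above 20%; inactive = inhibition below 20%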;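 also: preformed 24 hr biofilms exposed to compound for 48 hr; 0% = biofilm without compound and 100% = blank killed by clotrimazole plus chlorhexidine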
EphB4 ephrin blk: antagonists of human EphB4-ephrin-B2 interaction; EphB4 LBD / TNYL-RAW-Alexa532 peptide, fluorescence polarization; hit rate 0.15% among 97,000; P54760; inhibition, % at 7 µM; AID 720;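 active = inhibition above the screen-wide mean inhibition plus 3 SD, cut at about 15% in these data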;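 also: 0% = DMSO wells and 100% = excess unlabeled TNYL-RAW peptide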
CYP2C9 inh: human CYP2C9 inhibition. P11712. CYP2C9 Supersomes, luciferin-H conversion, luminescence. inhibition, % at 5 µM. hit rate 20% among 96,000;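 active = blocking of liver enzyme CYP2C9 beyond about 50% at 5 µM, limit read from the data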; also: values of inactives mirror those of a sister screen read the other way
PLK1 PBD inh: blocks phosphopeptide binding to human Plk1 polo box domain. P53350. Plk1 PBD phosphopeptide binding, fluorescence polarization. inhibition, %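 (tested at about 20 µM)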. hit rate 0.13% among 97,000. AID 693; in the data active = inhibition above about 34%, passing the limit was not always enough
LYP act: increases human PTPN22 phosphatase activity; hit rate 0.11% among 96,000; recombinant LYP, DiFMUP fluorescence; 0 = plate median, 100 = signal doubled; activation, % at 2 µM;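 active = activation at 2 µM above a set limit, the mean plus 5 SD, cut at about 37% in these data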
PLK1 inh: PLK1 (human) kinase inhibition; P53350; recombinant PLK1 kinase, TR-FRET peptide phosphorylation; inhibition, % at 10 µM; hit rate 0.53% among 97,000; AID 619;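 active = inhibition of 50% or more in the single-concentration screen; inactive = inhibition below 50%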;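 also: 0% = DMSO max control and 100% = H-89 dihydrochloride min control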
Rev-RRE block: inhibitors of HIV-1 Rev-RRE RNA interaction; Rev peptide-RRE RNA binding, FRET; P05866; inhibition, % at 8 µM; hit rate 0.79% among 97,000;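 active = inhibition above the screen-wide mean plus 3 SD, cut at about 35% in these data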;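 also: 0% = median DMSO wells and 100% = median Neomycin B control wells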
Target sequence (P05866 whole entry, looked up): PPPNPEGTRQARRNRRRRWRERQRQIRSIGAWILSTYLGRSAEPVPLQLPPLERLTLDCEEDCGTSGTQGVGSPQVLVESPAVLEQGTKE
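System: Cy5-labelled duplex RRE RNA binding fluorescein-labelled HIV Rev peptide; Signal: fluorescein-to-Cy5 FRET, 480 nm excitation; Also added: labelled Rev peptide; Compound: one concentration, 8 µM nominal; Buffer or medium: HEPES pH 7.5 salt buffer with EDTA; Read-out: % inhibition of FRET ratio versus controls; Schedule: 5 min preincubation and 15 min binding, 25 °C.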
PTPN22 inh 2: LYP (human) phosphatase inhibition; Q9Y2R2; recombinant LYP catalytic domain, DiFMUP fluorescence; inhibition, % at 2 µM; hit rate 0.21% among 96,000; AID 640;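 active = inhibition at 2 µM at or above a set limit, the screen mean plus 3 SD, cut at about 24% in these data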;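 also: 0% = DMSO with enzyme and 100% = enzyme fully blocked by orthovanadate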
Numbers without * were called inactive; x = no result given; [ ] = dose if it differs, or a comment.

SMILES | CYP2C9 act | Candida biofilm | EphB4 ephrin blk | CYP2C9 inh | PLK1 PBD inh | LYP act | PLK1 inh | Rev-RRE block | PTPN22 inh 2
Cc1ccn2cc(CSc3ccccc3)nc2c1 | 1 | 8 | -5 | -3 | 22 | -3 | -9 | -4 | 4
COCc1nnc(NC(=O)CCCOc2ccccc2OC)s1 | 0.8 | 2 | 5 | 25 | 19 | 8 | -8 | 3 | -12
CCOC(=O)N1CCN(C(=O)COc2ccc(Cl)cc2)CC1 | 1.1 | 5 | -1 | -13 | 15 | 2 | -5 | 2 | -6
CCOC(=O)Cn1c2c(c(-c3ccccc3OC)cc1=O)CCCC2 | x | 4 | -3 | x | -2 | -7 | -11 | 9 | 5
O=C(CSCc1ccccc1)Nc1cccc(C(=O)Nc2ccc(C(=O)O)cc2)c1 | 1.1 | x | 2 | -10 | 12 | 4 | -16 | 0 | 1
CN(Cc1ccccc1)C(=O)c1cnc2n(c1=O)CCS2 | x | 7 | 0 | x | 19 | -7 | -14 | 9 | 7
C/C(=C1/SC(=S)N(CCC(=O)O)C1=O)c1ccc(O)cc1 | 0.8 | 1 | -4 | 24 | -10 | 4 | -1 | 3 | -7
CCOC(=O)C1CCCN(C(=O)C2CCN(S(=O)(=O)N3CCC4(CC3)OCCO4)CC2)C1 (stereo not drawn) | 0.9 | 11 | -7 | 8 | 5 | 4 | -10 | -2 | -6
CN=C1SC(CC(=O)Nc2sc3c(c2C#N)CCCC3)C(=O)N1C (stereo not drawn) | x | 7 | -9 | x | -1 | 5 | -9 | 2 | -1
Clc1ccccc1CSc1ncccn1 | 1.3 | -3 | 5 | -34 | -19 | -7 | -2 | 1 | 4
COc1ccc(C(=O)Nc2nc3cc(OC)c(OC)cc3c(=O)[nH]2)cc1 | 1.1 | 5 | 6 | -5 | -1 | -3 | -8 | 2 | 4
CC(NC(=O)c1ccc2c(c1)OCCO2)C(=O)O (stereo not drawn) | 0.9 | 3 | 2 | 5 | -25 | -7 | -22 | 6 | 6
O=C(NC1CCCCCC1)C1c2ccccc2C(=O)N1Cc1ccco1 (stereo not drawn) | 0.9 | 9 | -6 | 9 | 9 | 16 | -9 | -1 | -18
CCCCCCCC(=O)NN1CCOCC1 | 1 | x | 3 | 3 | -19 | 14 | -8 | 2 | -10
COC(=O)c1ccc(NC(=O)Nc2ccc(C)cc2)cc1 | 0.7 | 0 | 7 | 35 | 13 | -2 | -3 | -2 | 3
CCOC(=O)c1c(CC(C)C)csc1NC=O | 0.6 | -4 | -5 | 36 | 9 | 1 | 10 | 8 | -4
CC(=O)c1cccc(NC(=O)C2CCN(S(=O)(=O)c3c(C)n[nH]c3C)CC2)c1 | 0.8 | 3 | 9 | 18 | 0 | 2 | -3 | 6 | -4
CCN(CC)c1ccc(NC(=O)COC(=O)c2ccc3ccccc3n2)cc1 | 1 | -2 | 4 | 2 | -5 | -8 | -8 | 1 | 11
COC(=O)c1ccc(S(=O)(=O)N2CCC(c3nc4ccccc4o3)CC2)cc1 | 0.8 | 0 | 2 | 17 | -11 | -8 | -16 | 6 | 7
COc1ccc(S(=O)(=O)N2CCC(C(=O)NCC3CCCO3)CC2)cc1 (stereo not drawn) | 1 | 3 | -3 | -2 | -3 | 8 | -5 | 0 | -7
COC(=O)Cc1cc(=O)[nH]c(/N=C(/NC(=O)c2ccccc2)Nc2ccccc2C)n1 | x | 4 | -2 | x | -11 | -7 | 0 | 5 | 5
COc1cccc(-c2cc(C(=O)N3CCN(C(c4ccccc4)c4ccccc4)CC3)no2)c1 | 0.7 | 0 | 4 | 26 | -24 | -2 | -12 | 8 | 0
Cc1ccccc1-c1nnc(SCc2ccc(F)cc2)o1 | 0.9 | 0 | 2 | 5 | 1 | -8 | -2 | 17 | 7
C[N+](C)(C)CC/C=C1/c2ccccc2CSc2ccccc21 | x | 9 | -1 | x | -29 | 3 | -6 | -7 | -4
Cc1ccc(NC(=S)NNC(=O)c2nn(C)c(C)c2Cl)cc1 | 0.8 | x | 5 | 18 | 15 | -12 | -6 | 2 | 14
Cc1cc2ccccc2n2c(SCC(=O)NCc3cccs3)nnc12 | 1.5 | 3 | 8 | -52 | 0 | -7 | -9 | 1 | 4
CCOc1ccccc1OCc1nn2c(-c3ccc(C)cc3)nnc2s1 | 1.6 | 8 | 8 | -55 | -5 | -7 | -12 | 12 | 4
CCn1nc(C)c(/C=N/NC(=O)c2ccc3c(c2)c(C)c(C)n3Cc2ccccc2)c1C | 0.1 | x | 2 | 89* | -44 | -13 | -7 | 0 | 11
CN1CCc2c(c3ccccc3n2C)C1 | 1 | 0 | 0 | -5 | 5 | 12 | -8 | 0 | -9
OC(COc1c(Br)cc(Br)cc1Br)CN1CCOCC1 (stereo not drawn) | 1 | 9 | -2 | -4 | 12 | 4 | -8 | 3 | -5
CCCn1nnc(NC(=O)COc2ccccc2Cl)n1 | 1.1 | 1 | -6 | -10 | 6 | 3 | -8 | -2 | -9
CCOCc1cnc(C)nc1NCC(=O)c1c(C)[nH]c2cc(C)ccc12 | 1 | x | 0 | 3 | 7 | -3 | -8 | -6 | 1
Cc1ccc(SC(c2ccccc2)C(Cn2cncn2)C(=O)c2ccccc2)cc1 (stereo not drawn) | 0 | x | -1 | 100* | -2 | 6 | 13 | -1 | -4
Cc1ccc(CSCC(Nc2ccc(C(=O)O)cc2[N+](=O)[O-])C(=O)O)cc1 (stereo not drawn) | 0.1 | 4 | 1 | 94* | 7 | 0 | -2 | 5 | -1
NCCN1CCN(CCN)CC1 | 0.9 | 0 | -4 | 7 | 0 | -10 | -6 | 0 | 8
CCOC(=O)n1c(=O)oc2ccc(Cl)cc21 | x | 3 | 5 | x | 6 | -2 | -7 | 6 | -6
Cc1cc(=O)n2ccccc2c1C#N | 1.1 | 4 | -4 | -15 | -21 | 19 | -6 | 0 | -17
CCCn1c(SCC(=O)N2CCCc3ccccc32)nnc1-c1ccccn1 | 1.1 | 9 | 5 | -8 | 6 | -1 | -9 | 7 | -1
CSc1nc(C)c2c(n1)N(c1ccc(C(C)C)cc1)CC2 | 0.9 | x | 1 | 6 | -26 | -5 | -12 | 2 | 7
CCOC(=O)c1ccc(NC(=O)CSc2nnc(-c3cccs3)n2CC)cc1 | 0.9 | 4 | 3 | 13 | -3 | 9 | -13 | 3 | -10
CCc1ccc(NC(=O)CCn2c(=O)oc3ccccc32)cc1 | 0.4 | 0 | 4 | 58* | 25 | -5 | -2 | -1 | 2
COc1ccc(Cl)cc1C(=O)NC(=S)Nc1cc(-c2nc3ccccc3[nH]2)ccc1C | x | x | -16 | x | -18 | 2 | -8 | -2 | 0
Cc1ccc(-n2c(=O)cc(N3CCc4ccccc4C3)[nH]c2=O)cc1 | x | 4 | 3 | x | 19 | 2 | -14 | 11 | -2
CC1=Nn2c(nnc2-c2n[nH]c3c2CCC3)SC1 | 1.1 | 12 | 6 | -11 | 13 | 4 | 3 | 9 | -6
Cc1ccc(NC(=O)Nc2ccc(C(=O)N3CCOCC3)cc2)cc1 | 0.7 | 0 | -3 | 34 | 18 | -10 | 5 | 10 | 8
COc1ccc([N+](=O)[O-])cc1/C=N/NC(=O)/C(=C\c1cccs1)NC(=O)c1ccccc1 | 0.8 | x | -1 | 25 | -32 | 11 | -1 | 3 | -8
CCN1CCN(C(=O)C2c3cc(OC)c(OC)cc3C(=O)N3CCc4ccccc4C23)CC1 (stereo not drawn) | 1.1 | 16 | -7 | -7 | 6 | 16 | -15 | -1 | -19
Cc1ccc2cc(-c3noc(C(C)(C)C)n3)c(=O)[nH]c2c1 | 1 | x | -7 | 1 | -4 | -11 | -8 | 0 | 9
CN1/C(=c2/s/c(=C3/C(=O)N(c4ccccc4)NC3=Nc3ccccc3)n(C)c2=O)C(C)(C)c2ccccc21 | 0.8 | x | 0 | 19 | -129 | 6 | -66 | 96*[fluorescence artefact?] | -9
O=S(c1ccsc1)c1ccsc1 | 1.1 | 9 | -5 | -12 | -5 | -4 | -14 | 1 | 1

The list continues:
SMILES | CYP2C9 act | Candida biofilm | EphB4 ephrin blk | CYP2C9 inh | PLK1 PBD inh | LYP act | PLK1 inh | Rev-RRE block | PTPN22 inh 2
O=S(=O)(Nc1ccccn1)c1ccc(Oc2ccccc2)cc1 | 0.2 | 6 | 1 | 81* | -14 | -3 | -5 | 3 | 2
CN1CCN(C(=O)CCCOc2ccc(Cl)cc2Cl)CC1 | 1.3 | x | 4 | -25 | 4 | -13 | -8 | -1 | 13
CCC1CCCCN1C(=O)c1cc2cc(Br)ccc2oc1=O (stereo not drawn) | 1.3 | -1 | 7 | -33 | -1 | 5 | -8 | 2 | -8
O=C(Nc1ccc2nn(-c3ccccc3)nc2c1)c1cccs1 | 1 | 1 | -7 | -2 | 7 | -8 | -19 | 5 | 7
CC(C)c1ccc(NC(=O)CCNS(=O)(=O)c2cccc3nsnc23)cc1 | 0.5 | 6 | 4 | 46 | -4 | 4 | -4 | 9 | -2
Cc1cc(C)n(Cc2ccc(Cl)cc2Cl)c(=O)c1S(=O)(=O)c1ccccc1 | 0.1 | x | 2 | 92* | -6 | -3 | -10 | 16 | 7
COc1cccc(-n2nc(C(=O)Nc3ccc4c(c3)OCO4)c3ccccc3c2=O)c1 | 0.1 | 8 | 0 | 90* | -3 | -4 | -8 | 2 | 4
CCN(CC)C(=O)C1=C(C)NC(=O)NC1c1c(F)cccc1Cl (stereo not drawn) | 1 | 6 | 4 | -5 | 12 | 1 | 22 | 7 | 0
COc1c(F)c(F)c(C(=O)Nc2ccccc2N2CCN(C(=O)C(C)C)CC2)c(F)c1F | 0.2 | 10 | 5 | 78* | -22 | -2 | -8 | 10 | 2
Cc1ccc(C(=O)CC2(O)C(=O)N(CCc3ccccc3)c3ccc(Br)cc32)o1 (stereo not drawn) | 0.1 | 6 | 10 | 93* | -12 | 4 | -7 | 14 | -2
CCn1c(=O)[nH]c2cc(C(=O)N3CCN(c4ccccc4)CC3)ccc2c1=O | 0.9 | x | -1 | 15 | 7 | 3 | -10 | 3 | -8
CCOC(=O)CC1=C(C(=O)OCC)C(c2cccs2)C(C#N)=C(N)O1 (stereo not drawn) | 0.7 | 4 | 4 | 28 | -19 | -4 | 1 | -2 | 5
CC(C)n1c(SCCCc2ccccc2)nc2c1c(=O)[nH]c(=O)n2C | 0.8 | x | 3 | 21 | 1 | 2 | -4 | 9 | -5
COc1ccc(-c2nc(-c3ccc(Br)o3)no2)cc1OC | 0.6 | x | -2 | 41 | -27 | 4 | -9 | 8 | -6
O=S(=O)(c1cccc(S(=O)(=O)N2CCN(c3ncccn3)CC2)c1)N1CCOCC1 | x | 10 | 10 | x | -13 | 2 | -6 | 0 | 2
CCCCCCCCS(=O)C1CCS(=O)(=O)C1 (stereo not drawn) | 1.1 | 10 | -7 | -15 | 3 | 7 | -14 | 0 | -5
CN1C=CC2=C(C#N)C(N)C(C#N)(C#N)[C@H](c3ccccc3)[C@H]2C1 (stereo partly drawn) | x | 8 | 4 | x | -11 | 3 | -7 | 60* | -1

Two entries from above, set out differently.
> CCCCCCCCS(=O)C1CCS(=O)(=O)C1 (stereo not drawn)
- CYP2C9 act: 1.1
- Candida biofilm: 10
- EphB4 ephrin blk: -7
- CYP2C9 inh: -15
- PLK1 PBD inh: 3
- LYP act: 7
- PLK1 inh: -14
- Rev-RRE block: 0
- PTPN22 inh 2: -5

> CN1C=CC2=C(C#N)C(N)C(C#N)(C#N)[C@H](c3ccccc3)[C@H]2C1 (stereo partly drawn)
- CYP2C9 act: x
- Candida biofilm: 8
- EphB4 ephrin blk: 4
- CYP2C9 inh: x
- PLK1 PBD inh: -11
- LYP act: 3
- PLK1 inh: -7
- Rev-RRE block: 60*
- PTPN22 inh 2: -1
